AMA1-RON2 inh – qHTS for Inhibitors of AMA1-RON; Towards Development of Antimalarial Drug Lead: Primary Screen. Potency, µM (doses to about 58.2 µM), without a hit: at the top dose activity change, negative = inhibition, actives largely listed as inhibitors. 360,000 compounds, 0.2% hits. AID 720542, 2013. AlphaScreen AMA1-biotinylated RON2 peptide binding. Plasmodium falciparum AMA1 (3D7) - RON2 peptide interaction;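 also: potency is read from the fitted curve at half-maximal effect; 0% = vehicle wells and -100% = peptide control; nearly all actives have a fitted effect of over 45% in size; some results filed as inactive show a strong effect at the top dose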
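AMA1 (3D7) with his tag at 25 nM final met compounds first, then biotinylated RON2 peptide at 25 nM; detection used donor plus acceptor beads, 10 µg/mL apiece, read by AlphaScreen after 30 min at room temperature.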
Sm TGR block – qHTS Assay for the Inhibitors of Schistosoma Mansoni Peroxiredoxins; AID 485364, 2010; Potency, µM (titrated, usually from 114 µM), for the others: at the top dose activity change, negative = inhibition, usual class: inhibitors; purified TGR, DTNB reduction, TNB absorbance 405 nm; 360,000 compounds, 3% hits; also: potency is read from the fitted curve at half-maximal effect; nearly all actives have a fitted effect of over 60% in size
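TGR 20 nM + NADPH 100 uM (dispensed conc.), cpd preinc 15 min RT; start with NADPH (500 uM addition) then DTNB (15 mM addition). Kinetic TNB absorbance, 405 nm filter. Four-parameter Hill fit across titration.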
AmpC detergent – qHTS Inhibitors of AmpC Beta-Lactamase (assay with detergent); AID 485294, 2010; AmpC hydrolysis of nitrocefin, absorbance 480 nm, 0.01% Triton; 370,000 compounds, 0.041% hits; Potency, µM (highest dose often 114 µM), without a hit: at the highest dose activity change, negative = inhibition, most hits filed as inhibitors; P00811;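 also: potency is read from the fitted curve at half-maximal effect; 0% = no-compound wells and -100% = no-enzyme wells; nearly all actives have a fitted effect of over 25% in size; some results filed as inactive show a strong effect at the top dose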
Target sequence (P00811 whole entry, looked up): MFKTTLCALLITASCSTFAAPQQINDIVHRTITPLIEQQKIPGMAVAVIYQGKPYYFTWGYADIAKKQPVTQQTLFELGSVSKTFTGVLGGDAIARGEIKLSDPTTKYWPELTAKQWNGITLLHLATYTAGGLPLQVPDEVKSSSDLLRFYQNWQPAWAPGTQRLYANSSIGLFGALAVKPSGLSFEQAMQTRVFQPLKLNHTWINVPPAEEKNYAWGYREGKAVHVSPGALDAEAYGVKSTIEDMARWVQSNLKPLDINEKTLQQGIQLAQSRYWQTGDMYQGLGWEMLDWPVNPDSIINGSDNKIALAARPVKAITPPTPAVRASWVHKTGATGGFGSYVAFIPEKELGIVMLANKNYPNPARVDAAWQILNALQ
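AmpC (5.3 nM in the dispensed reagent) in 20 mM phosphate pH 7.0 with 0.01% (detergent screen) or 0.0001% Triton X-100 was preincubated with compounds for 15 min at room temperature. Nitrocefin was then added from an 800 uM solution, and hydrolysis was followed at 480 nm.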
AmpC inh no detg – qHTS Inhibitors of AmpC Beta-Lactamase (assay without detergent). AmpC nitrocefin hydrolysis, absorbance 480 nm, 0.0001% Triton. Potency, µM (top dose mostly 57.1 µM), for inactives: at the top dose activity change, negative = inhibition, actives largely listed as inhibitors. 330,000 compounds, 0.52% hits. AID 485341, 2010;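 also: potency is read from the fitted curve at half-maximal effect; plate controls were no compound for no effect and no enzyme for full effect; nearly all actives have a fitted effect of over 20% in size; some results filed as inactive show a strong effect at the top dose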
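AmpC (5.3 nM in the dispensed reagent) in 20 mM phosphate pH 7.0 with 0.01% (detergent screen) or 0.0001% Triton X-100 was preincubated with compounds for 15 min at room temperature. Nitrocefin was then added from an 800 uM solution, and hydrolysis was followed at 480 nm.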
HCMV antiviral – qHTS Assay for inhibitors of the human cytomegalovirus (HCMV); 410,000 compounds, 4.5% hits; activity change, negative = inhibition, % at 57.5 µM; AID 1259415, 2018; HFF cells, HCMV-luciferase reporter, 72 h; stronger effect = lower value; in the data active = activity change below about -60%; inconclusive = no clear call, values can overlap the other calls; inactive = above about -39%
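Steps: HFFs plated, 16 h 37C; compounds added; HCMV-luciferase added to MOI 1 PFU/cell; 72 h 37C; OneGlo reagent, 5 min room temperature; luminescence read, normalized to controls.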
Giardia FBPA inh – qHTS Assay for Inhibitors of Fructose-1,6-bisphosphate Aldolase from Giardia Lamblia. A8B2U2. purified Giardia FBPA. Potency, µM (titrated, usually from 59.6 µM), inactives show at the top dose activity, negative = inhibition, most hits filed as inhibitors. 290,000 compounds, 0.71% hits. AID 2451, 2010; also: potency is read from the fitted curve at half-maximal effect; nearly all actives have a fitted effect of over 55% in size
Target sequence (A8B2U2 whole entry, looked up): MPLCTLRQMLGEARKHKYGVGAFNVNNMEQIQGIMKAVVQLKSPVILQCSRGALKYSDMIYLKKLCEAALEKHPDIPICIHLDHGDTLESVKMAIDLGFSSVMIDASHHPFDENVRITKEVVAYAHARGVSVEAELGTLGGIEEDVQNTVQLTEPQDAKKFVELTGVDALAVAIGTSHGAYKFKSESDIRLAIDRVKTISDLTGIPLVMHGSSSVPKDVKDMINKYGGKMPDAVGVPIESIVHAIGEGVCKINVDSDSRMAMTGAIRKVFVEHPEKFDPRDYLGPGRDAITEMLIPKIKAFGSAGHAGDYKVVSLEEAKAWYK
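40 nM FBPA preincubated 10 min at RT with compound (up to 57.5 uM final), then substrate plus GAPDH/TPI/NAD/arsenate coupling and diaphorase/resazurin added. Fluorescence read after 20 min at RT, 525/598 nm.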
The depositor's hits bear a star; u = inconclusive; x = not tested or not shown; & = joins results of further samples; [ ] = dose if it differs, or a comment. Unless noted, calls follow the shape of the dose curve; as a rule, active = well fitted curve in the direction sought with a large enough effect; inconclusive = small, poorly fitted or top-dose-only effect, or another doubt; inactive = no such curve, though single readings can be large; an effect the other way counts as inactive or inconclusive. Unless noted, % is scaled to controls: 0 for no effect and ±100 for the full control effect.

Compound | Giardia FBPA inh | AmpC inh no detg | AmpC detergent | HCMV antiviral | AMA1-RON2 inh | Sm TGR block
O=C1c2ccccc2NC(c2cnc3ccccc3n2)N1O (stereo unspecified) | u | -11% | -4% | 55 | 17% | -27%
CC(C)(Sc1ccc(CCN(CCCCC2CCCCC2)C(=O)NC2CCCCC2)cc1)C(=O)O | 13%&13% | -27% | 2% | -10 | -7% | -4%
Cc1c(OCC(=O)NC(Cc2ccc(Cl)cc2)C(=O)O)ccc2c3c(c(=O)oc12)CCC3 (stereo unspecified) | 16% | -3% | 1% | 14 | 2% | 3%
Cc1cc(NC(=O)c2ccc(N3CCCC3)c([N+](=O)[O-])c2)no1 | 1% | -29%[11.4 µM] | u | -25 | -20% | -11%
COc1cc(-c2noc(-c3nnn(-c4ccc(Cl)cc4)c3C)n2)cc(OC)c1OC | x | x | -4% | 23 | x | 1%
CCN(CC)CCNC(=O)Cn1ncc2ccccc2c1=O | 0% | -2% | -1% | -38 | -7% | -6%
CCCCNS(=O)(=O)c1ccc2nc(-c3cccnc3)cc(C(=O)NCCCOCC)c2c1 | -2% | 3% | 6%&8% | -3 | x | -2%&10%
O=C(NNS(=O)(=O)c1ccc(F)cc1)c1cc(Cl)ccc1O | -7% | -33% | -12% | 27 | 105%[activator] | 1%
O=C(Nc1ncc(Cc2cccc(Cl)c2)s1)C1CCCO1 (stereo unspecified) | x | 1% | 2% | -14 | 0% | -9%
COC(=O)[C@H](CCSC)NC(=O)Nc1ccc(C)cc1 | 0% | -10% | u | 19 | -3% | 6%
CCN(C(=O)c1cc2cc(Br)cc(OC)c2oc1=O)c1ccccc1 | x | x | -2% | 5 | x | u
CCC(Cn1nnc2ccccc2c1=O)NC(=O)Nc1cc(OC)cc(OC)c1 (stereo unspecified) | x | x | 21% | 12 | x | -5%
N#Cc1c(N)c(C(=O)c2ccccc2)n2c1CCC2 | 1% | -19% | -1% | -4 | -2% | -10%
CCOCc1nnc(NC(=O)c2ccc(OC)cc2)s1 | 0% | -16% | -12% | 7 | 6% | -2%
COc1ccc(C(=O)NNC(=O)c2ccc(S(=O)(=O)N3CCOCC3)cc2)cc1 | 3% | -10% | 3% | -10 | 11% | 18%
COc1cccc(C(=O)Nc2ccc(F)c(F)c2F)c1 | 0% | -27% | -9% | 66 | 24% | 12%
Oc1ccccc1C1CC(c2cccs2)=NC(c2cccc(Br)c2)N1 (stereo unspecified) | -13% | -21% | 6% | 57 | -2% | -29%
CCN(CC)C(=O)[C@H]1CC(CC(=O)NCC23CC4CC(CC(C4)C2)C3)C(=O)N2CCc3c([nH]c4ccc(OC)cc34)[C@]12C (stereo partly specified) | x | 220%[activator] | x | u | -17% | x
O=C(OCC(=O)N1CCCc2ccccc21)c1cccnc1Cl | 2% | -11% | 0% | 23 | -6% | -2%
O=C(O)C1=C[C@@H](c2coc3ccccc3c2=O)C[C@@H](OCc2ccc(CO)cc2)O1 | -1% | -17% | 0% | 32 | 8% | -8%
Cc1cc(NC(=O)CSc2nc(-c3cccc(F)c3)nc3c2c(=O)n(C)c(=O)n3C)no1 | x | x | -1% | 2 | x | 5%
NC(=O)COc1c(-c2ccc(Br)o2)oc2ccccc2c1=O | 5% | 8% | u | x | 5% | u
CCCc1cc(=O)n2[nH]c(-c3ccc(OC)cc3)nc2n1 | -15% | -20% | u | 8 | -1% | 4%
CC(NS(=O)(=O)c1ccc(Cl)cc1)C(c1cccs1)N1CCN(C)CC1 (stereo unspecified) | 3% | -6% | -3% | 1 | 1% | -7%

2 records picked at random from those above:
Compound | Giardia FBPA inh | AmpC inh no detg | AmpC detergent | HCMV antiviral | AMA1-RON2 inh | Sm TGR block
COC(=O)[C@H](CCSC)NC(=O)Nc1ccc(C)cc1 | 0% | -10% | u | 19 | -3% | 6%
Cc1cc(NC(=O)c2ccc(N3CCCC3)c([N+](=O)[O-])c2)no1 | 1% | -29%[11.4 µM] | u | -25 | -20% | -11%

More records
Compound | Giardia FBPA inh | AmpC inh no detg | AmpC detergent | HCMV antiviral | AMA1-RON2 inh | Sm TGR block
COc1ccc(/C(C)=N\n2cnnc2)cc1 | 4% | -20% | u | 1 | 2% | 7%
CCc1nnc(SCc2nc(-c3ccccc3F)oc2C)c2cc3sccc3n12 | x | x | 4% | 13 | x | 0%
COc1ccccc1CC(=O)Nc1ccc(S(=O)(=O)N2CCCCC2)cc1 | -2% | -40% | -9% | -11 | 24% | -4%
CN(C)/C=C/C(=O)Oc1ccc(Cl)cc1Cl | 2% | 8% | 4% | -34 | -4% | -2%
Cc1ccsc1/C=N/Nc1nc(=O)[nH]nc1C | u | -1% | 1% | -7 | -51% | -5%
O=C(O)CN1C(=O)C2C3CC(C2C1=O)C1C(c2ccc(Cl)cc2)c2sc(=O)[nH]c2SC31 (stereo unspecified) | 14% | -18% | 3% | -23 | 4% | -6%
Cc1ccc(-c2nc3ccccc3[nH]2)cc1NC(=O)c1sc2ccccc2c1Cl | 1% | -19% | -2% | -27 | -2% | 13%
CCN(C(=O)CSc1n[nH]c(-c2ccccc2)n1)c1c(N)n(Cc2ccccc2)c(=O)[nH]c1=O | x | -20% | -2% | -33 | 0% | -6%
CCn1c(SCC(=O)NC2CCCCC2)nnc1-c1ccco1 | 11% | -12% | u | -34 | -6% | 1%
COc1ccc(CNC(=O)c2ccc3nc(CCc4ccccc4)oc3c2)c(OC)c1 | x | x | 10% | 14 | x | 6%
COc1cc(/C=N/NC(=O)Cc2cccs2)c([N+](=O)[O-])cc1OC | u | -20% | u | -2 | -1% | -18%
CCOC(=O)c1ccc(NC(=O)c2ccc(=O)n(Cc3cccc(C)c3)c2)cc1 | x | x | 0% | -34 | x | 1%
CCC(C)NC(=O)CN1C(=O)CSc2ccc(S(=O)(=O)N3CCCC3)cc21 (stereo unspecified) | 6% | -9% | 2% | 0 | 14% | 4%
Cc1ccc(OCC(=O)NC(=S)Nc2ccc(Br)cn2)cc1C | -8% | -33% | 0% | -34 | 29% | 0%
COc1cc(C#N)c(NC(=O)CN2CCN(CCO)CC2)cc1OC | 2% | -22% | 3% | -27 | -7% | 8%
COc1ccccc1NC(=O)CC(=O)Nc1ccccc1OC | 27% | -1% | 2% | 16 | 6% | 5%
CC[C@@]1(C(=O)OC)N[C@H](CN(C)C(=O)COC)[C@@H]2C(=O)N(C)C(=O)[C@@H]21 | x | -8% | x | 10 | -12% | x
CSC1=N/C(=C\c2ccc(C)o2)C(=O)S1 | -8% | -23% | 0% | 38 | -13% | -2%[11.4 µM]
CCOCCCNC(=O)C(NC(=O)C1CCC(C)CC1)C(C)C (stereo unspecified) | x | x | 2% | -1 | x | 0%
N#CCSc1nc2ccccc2c2nc3ccccc3n12 | -2% | -38% | -5% | -103* | 19% | -3%
CCOC(=O)c1ccc(S(=O)(=O)N2CCN(CC(=O)NC(=O)NC(C)(C)C)CC2)cc1 | 3% | 99%[activator] | 1% | -20 | -2% | -12%
COc1ccc(CCNC(=O)c2ccc3c(c2)ncn3-c2ccc(C)cc2C)cc1OC | x | x | 4% | -22 | x | -4%
O=C(CCc1ccccc1)Nc1nc2ccc(S(=O)(=O)N3CCOCC3)cc2s1 | 6% | -52% | 4% | 5 | -3% | 0%
O=C(O)C1=CCCNC1 | 3%&-6%&0% | x | x | -25 | 6% | x
COc1ccc(C)cc1NC(=O)CCCN1C(=O)CCC1=O | 0% | -10% | 4% | 7 | -11% | 7%
Cc1nc(SCC(N)=O)c([N+](=O)[O-])[nH]1 | -12% | -23% | -2% | 13 | -1% | 0%
O=C(Nc1ccc2nn(-c3ccccc3)nc2c1)c1cccnc1 | -3% | 5% | -19% | 85 | -4% | 2%
CCOC(=O)c1ccc(N/C(=N\S(=O)(=O)c2ccccc2C)c2ccccc2)cc1 | -4% | -26% | 1% | -32 | -5% | -17%
CC(C)(C)c1ccc(OCCC(=O)NCC(c2cccs2)N2CCOCC2)cc1 (stereo unspecified) | x | 226%[activator] | 0% | -19 | 1% | -1%
C=CCc1ccccc1OCCSc1nc(-c2ccc(C(C)(C)C)cc2)nc2cc(=O)[nH]n12 | x | x | -1% | -33 | x | 5%
COc1cc(C(C)=O)ccc1OCCCN1CCC(Cc2ccccc2)CC1 | u | 233% | -1% | 61 | -8% | -16%
CC[C@H]1C(O)C[C@H]2CCN3C(=O)CCC[C@H]1[C@H]23 (stereo partly specified) | 4%[136 µM] | -10% | x | 4 | 3% | x
CCCN1Cc2cccc(C(=O)Nc3ccc(-c4nc5ccccc5[nH]4)cc3)c2C1=O | 4% | -30% | -9% | u | 0% | -24%
Cc1cccc(C(=O)OCC(=O)c2ccc(CC(=O)N3CCOCC3)s2)c1C | x | 114%[activator] | 0% | -8 | -18% | 15%
CCCC1CCC(c2ccc(C(=O)NN)cc2)CC1 (stereo unspecified) | 9% | -12% | -14% | -79* | 66%[activator] | 1%
COc1nc(SC)nc(Cl)c1Cc1ccc(OC(C)C)cc1 | 1% | -16% | -3% | 17 | 11% | -2%
Cc1cc(C)n(CC(O)COCc2ccco2)n1 (stereo unspecified) | -1% | 3% | -5% | 22 | 22% | u
COc1ccc2c(c1)c(C(=O)N1CCN(C)CC1)c(C)n2-c1ccccc1 | -23% | 134%[activator] | -5% | 27 | -2% | -2%
O=C(O)c1cc(NN=C2c3ccccc3-c3ccccc32)ccc1Cl | -7% | -19% | -7% | 27 | -8% | u
CCN1C(=O)[C@H]2[C@@H](c3ccc(-c4ccc(F)cc4)cc3)N3CCCC[C@@]3(C(=O)OC)[C@H]2C1=O | x | 128%[activator] | 0% | 11 | -8% | u
CCCCn1c(N)c(N(CCC(C)C)C(=O)C2CCCO2)c(=O)[nH]c1=O (stereo unspecified) | x | -7% | -17% | 6 | -8% | 0%
COC(=O)c1ccc(CNC(=O)c2ccc(S(=O)(=O)N(C)c3ccccc3OC)cc2)cc1 | x | -33% | -3% | -13 | -4% | -22%
Cc1cccc(CN2CCC(n3nccc3NC(=O)CCCc3ccccc3)CC2)n1 | -17% | 63%[activator] | 6% | -7 | 19% | -20%
CC(=O)c1ccc(NC(=O)C(C)O/N=C(\N)c2ccccc2)cc1 (stereo unspecified) | x | -9% | x | -4 | -4%[11.6 µM] | x
Cc1nn(C)cc1NC(=O)c1ccc(Br)o1 | 0% | -3% | -1% | -32 | -23% | -1%
Cc1ccc(O)c(C(=O)c2cnn(-c3ccc(S(=O)(=O)N4CCOCC4)cc3[N+](=O)[O-])c2)c1 | 0% | -31% | -9% | 18 | -18% | -10%
O=C(Nc1ccccc1)Nc1cccn(Cc2c(F)cccc2Cl)c1=O | u | -11% | 7% | -19 | -5% | -30%
O=C(Nc1ccc(Cl)cc1)c1nc[nH]c1C(=O)N1CCN(c2ccccc2)CC1 | x | -11% | x | -32 | 23% | x

Bioassay records from PubChem BioAssay.
